# Screening results: PubChem BioAssay, University of Kansas High Throughput Screening Laboratory
# mHTT CaM bind: mHTT-calmodulin interaction abrogation. inhibition, % at 15 µM. P42858. 3.6% of 190,000 active. AlphaScreen His-mHTT/GST-CaM binding, luminescence. AID 1671202;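 also: 0% = both proteins with DMSO and 100% = one protein alone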
# Pf apPOL inh: Pf-apPOL DNA polymerase inhibition. AID 1794808. Recombinant Pf-apPOL, molecular beacon fluorescence, 1.5 h. 0.25% of 210,000 active. inhibition, % at 10 µM
# Numbers without * were called inactive; i = inactive; / = not tested or not shown; & = joins results of further samples. Rule as the data show it: active = inhibition above about 50%; inactive = the rest. The list is partial; the hit share may differ from the screen's.
[1] O=C(Nc1cccc(NC(=O)c2ccc(Cl)c([N+](=O)[O-])c2)n1)c1ccc(Cl)c([N+](=O)[O-])c1
[2] N#C/C(=C\c1ccc(-c2ccc(F)cc2F)o1)c1nn(CCO)c(N)c1C#N
[3] Nc1ccc(S(=O)(=O)Nc2nccc(/C=C/c3cccc(Cl)c3)n2)cc1
[4] COc1cccc(-c2nc(C3CCN(C(=O)c4ccc(OC)cc4OC)CC3)no2)c1
[5] COc1ccc(Br)cc1/C=C1/N=C(c2cccc(C)c2)OC1=O
[6] CCN(CCNC(=O)CN1C(=O)/C(=C/c2ccccc2F)Sc2ccccc21)c1ccccc1
[7] CN1CCN(C(=O)C2COC3(CCCCC3)N2C(=O)Cc2cccs2)CC1 (configuration not stated)
[8] COc1ncc(C(=O)N2CCN(c3ccc(F)cc3)CC2)cn1
Assay by compound | 1 | 2 | 3 | 4 | 5 | 6 | 7 | 8
mHTT CaM bind | 3.0 | 1.0 | 3.0 | 8.8 | 5.0 | 17.0 | 6.9 | -1.4
Pf apPOL inh | -5.2 | 2.4 | -7.7 | -5.1 | 4.8 | 0.9 | -3.6 | -2.4

[9] Cc1ccc(-n2c(SCC(=O)Nc3nnc(C)s3)nc3c(c2=O)SCC3)cc1
[10] CC(C)(C)S(=O)(=O)c1ccccc1C=O
[11] CC(=O)NNS(=O)(=O)c1scc(S(=O)(=O)c2ccc(Cl)cc2)c1C
[12] Cc1ccc(OCC(=O)Nc2cc(Cl)c(Cl)cc2Cl)cc1C
[13] Oc1oc(-c2ccc(Cl)cc2)nc1C=Nc1ccccc1Br
[14] O=C1c2ccccc2C(=O)c2c1ccc1c(=O)n(-c3ccc(Cl)cc3)[nH]c21
[15] O=C1OC(c2ccc3c(c2)OCO3)=N/C1=C\c1ccccc1Br
[16] Cc1nc(N=Cc2cccc([N+](=O)[O-])c2)sc1C
Assay by compound | 9 | 10 | 11 | 12 | 13 | 14 | 15 | 16
mHTT CaM bind | -7.0 | 3.2 | / | -2.0 | -7.0 | 7.0 | 4.0 | 4.0
Pf apPOL inh | 0.7 | 0.2 | 0.3&-10.8 | -7.1 | -1.2 | -2.3 | 1.7 | 0.6

[17] O=C1C(=Cc2ccc(Br)cc2)Oc2c1ccc1c2CN(Cc2ccncc2)CO1
[18] COc1ccccc1/C=C/C(=O)Nc1nc(N)n(-c2ccccc2)n1
[19] CS(=O)(=O)N(CC(=O)Nc1ccccc1C(=O)NCc1ccccc1)c1ccc(Cl)cc1
[20] COc1ccc(-c2ccc(N3CCN(C(=O)CCSc4ccccc4)CC3)nn2)cc1
[21] O=C(Nc1csc2ccccc12)N1CCN(c2ccc(C(F)(F)F)cn2)CC1
[22] COc1ccc(/C=C2N=C(/C=C/c3ccc([N+](=O)[O-])cc3)OC\2=O)cc1
[23] FC(F)(F)c1ccc2nnc(-c3c(Cl)cccc3Cl)n2c1
[24] Cc1oc(C2CCN(C(=O)NCCc3ccccc3)CC2)nc1C(=O)N(C)C
Assay by compound | 17 | 18 | 19 | 20 | 21 | 22 | 23 | 24
mHTT CaM bind | 11.6 | 14.0 | 21.1 | -13.7 | / | 4.0 | -6.5 | -7.2
Pf apPOL inh | -35.6 | 2.0 | 4.9 | 5.8 | -5.1 | -3.1 | / | 0.1

[25] Cc1cccc(NC(=O)C2(C)Oc3cccnc3N(C)C2=O)c1 (configuration not stated)
[26] COc1ccc(Cl)cc1NC(=O)C1CCc2nc(N3CCN(C(C)=O)CC3)sc2C1 (configuration not stated)
[27] O=[N+]([O-])c1cccc(C2N(c3ccccc3)CCN2c2ccccc2)c1
[28] Cc1cccc(C2C=C(c3ccc(Br)s3)Nc3nnnn32)c1 (configuration not stated)
[29] O=C(NCCc1cccnc1)c1cc2cn(C3CCCC3)cc2s1
[30] Cc1cc(NC(=O)CSc2nc(-c3cccs3)nc3c2c(=O)n(C)c(=O)n3C)no1
[31] Cc1cc(C)cc(NC(=O)c2cc(C(C)C)n3nccc3n2)c1
[32] COc1ccc(NC(=O)Nc2ccc(C)c(F)c2)cc1
Assay by compound | 25 | 26 | 27 | 28 | 29 | 30 | 31 | 32
mHTT CaM bind | -13.6 | 16.9 | / | 11.0 | 14.5 | -15.8 | -11.9 | 4.0
Pf apPOL inh | 1.0 | -6.7 | -3.1&-5.5 | -1.9 | 5.7 | 2.9 | 2.1 | -1.7

# Entries by screen from the list:
# mHTT CaM bind, entries 7–14: 6.9, -1.4, -7.0, 3.2, /, -2.0, -7.0, 7.0
# Pf apPOL inh, entries 7–14: -3.6, -2.4, 0.7, 0.2, 0.3&-10.8, -7.1, -1.2, -2.3

# (list continues)
[33] O=C(Nc1c2c(nn1-c1ccc(Cl)cc1)CSC2)C1CCCC1
[34] CC(C)OC(=O)NC(Nc1ccccc1C(=O)O)(C(F)(F)F)C(F)(F)F
[35] Cc1ccc(C2=NC3(CCN(CC(=O)NCc4ccc(Cl)cc4)CC3)NC2=O)cc1
[36] Fc1cccc(Cl)c1Cn1nnc(-c2ccc3c(c2)OCO3)n1
[37] O=C(CN1CCCCC1)Nc1ncc(Cc2ccc(F)cc2)s1
[38] COc1ccc(CCNc2nc(-c3ccc(F)cc3F)cs2)cc1OC
[39] COc1ccc(S(=O)(=O)Nc2cc(OC)c(NC(=O)c3ccccc3)cc2OC)cc1
[40] CC(C)c1cc(=O)n(CC(=O)NCc2ccccc2OC(F)(F)F)cn1
Assay by compound | 33 | 34 | 35 | 36 | 37 | 38 | 39 | 40
mHTT CaM bind | 2.0 | / | 41.9 | -70.0 | 0.7 | 6.0&4.4 | 27.2 | -4.6
Pf apPOL inh | 3.2 | -2.8 | 2.0 | -15.7 | -5.1 | -4.1&-0.4 | -14.2 | 0.0

[41] O=C(c1ccc(F)cc1)N1CCC(c2cnn(-c3cccc(F)c3)c2)CC1
[42] Cc1ccc(OCc2nc(C(=O)N3CCC(C)CC3)cs2)cc1C
[43] CC(=O)OCC1OC(Nc2ccccc2[N+](=O)[O-])C(OC(C)=O)C(OC(C)=O)C1OC(C)=O (configuration not stated)
[44] O=C(Nc1nc(-c2ccc3c(c2)CCCC3)cs1)c1ccno1
[45] Cc1n[nH]c(C)c1Sc1ccc(Br)cc1
[46] O=[N+]([O-])c1cnc(-c2ccccc2)nc1
[47] Cc1c(C#N)c(-n2cccc2)n(CC2CC2)c1C
[48] O=C(NC(=O)N1CCSCC1)c1c(F)cccc1F
Assay by compound | 41 | 42 | 43 | 44 | 45 | 46 | 47 | 48
mHTT CaM bind | -6.3 | 8.8 | / | 9.9 | 5.0 | -3.4 | / | /
Pf apPOL inh | -9.2 | -1.8 | 12.0 | -0.6 | 2.9 | -0.8 | -12.8 | 2.1

# Whole records as entered above. Order of values: mHTT CaM bind | Pf apPOL inh
# Cc1n[nH]c(C)c1Sc1ccc(Br)cc1 as listed: 5.0 | 2.9
# O=C1c2ccccc2C(=O)c2c1ccc1c(=O)n(-c3ccc(Cl)cc3)[nH]c21 as listed: 7.0 | -2.3
# CS(=O)(=O)N(CC(=O)Nc1ccccc1C(=O)NCc1ccccc1)c1ccc(Cl)cc1 as listed: 21.1 | 4.9
# Cc1cccc(NC(=O)C2(C)Oc3cccnc3N(C)C2=O)c1 (configuration not stated) as listed: -13.6 | 1.0
# Fc1cccc(Cl)c1Cn1nnc(-c2ccc3c(c2)OCO3)n1 as listed: -70.0 | -15.7

# (more compounds)
[49] CCc1nc(CC)n2ccn(Cc3cccnc3)c(=O)c12
[50] Cc1ccc(NC(=O)c2cnc3n(c2=O)CCS3)c(Br)c1
[51] O=C(O)c1cc(-c2cccs2)nc2ccc(Br)cc12
[52] O=S(=O)(c1ccc2c(c1)CCCC2)N1CCC(CN2CCCCC2)CC1
[53] CCCCOc1ccc(C(C)NC(=O)CCS(=O)(=O)Cc2ccc(Cl)cc2)cc1 (configuration not stated)
[54] Cn1ccc(C(=O)N2CCCC2c2ccccc2F)n1 (configuration not stated)
[55] CCN1CCN(C(=O)c2c(C(C)C)nn(-c3cccc(F)c3)c2C(C)C)CC1
[56] Cc1cc(C)cc(-n2nnc(C(=O)Nc3ccccc3)c2N)c1
Assay by compound | 49 | 50 | 51 | 52 | 53 | 54 | 55 | 56
mHTT CaM bind | 8.2 | -2.0 | / | 4.8 | 0.0 | -6.6 | 8.0 | -8.0
Pf apPOL inh | 24.3 | -5.8 | 8.0 | -1.7 | -17.8 | -1.1 | -9.1 | -1.4

[57] C=CCNc1nc2c(c(=O)[nH]c(=O)n2C)n1CCO
[58] CCSc1nnc2c(n1)OC(c1cc(OC)c(OC)c(OC)c1)Nc1ccccc1-2 (configuration not stated)
[59] CCc1ccc(NC(=O)CSc2nc3c(c(=O)n2-c2ccc([N+](=O)[O-])cc2)SCC3)cc1
[60] CCc1cc(C2CCCN2Cc2cn[nH]c2-c2cccc(Br)c2)on1 (configuration not stated)
[61] COc1ccccc1C/C(N)=N/OC(=O)c1cccc(Br)c1
[62] COc1cccc(OC)c1OCCOc1cc(C)ccc1C
[63] CCOC(=O)c1cc(-c2ccccc2)sc1NC(=O)Nc1ccc(Cl)c(Cl)c1
[64] COc1ccc(C2C=C(c3cccs3)Nc3ncnn32)c(OC)c1 (configuration not stated)
Assay by compound | 57 | 58 | 59 | 60 | 61 | 62 | 63 | 64
mHTT CaM bind | -6.3 | -5.0 | 20.0 | 15.8 | i | -78.6 | / | 12.0
Pf apPOL inh | / | 3.3 | 4.1 | -2.3 | -4.2 | -1.3 | -0.2 | -6.7

# Gathered by group, the compounds so far with a cyano group
[2] N#C/C(=C\c1ccc(-c2ccc(F)cc2F)o1)c1nn(CCO)c(N)c1C#N
[47] Cc1c(C#N)c(-n2cccc2)n(CC2CC2)c1C
Assay by compound | 2 | 47
mHTT CaM bind | 1.0 | /
Pf apPOL inh | 2.4 | -12.8

# The main list resumes, starting 4 compounds before the break.
[61] COc1ccccc1C/C(N)=N/OC(=O)c1cccc(Br)c1
[62] COc1cccc(OC)c1OCCOc1cc(C)ccc1C
[63] CCOC(=O)c1cc(-c2ccccc2)sc1NC(=O)Nc1ccc(Cl)c(Cl)c1
[64] COc1ccc(C2C=C(c3cccs3)Nc3ncnn32)c(OC)c1 (configuration not stated)
[65] Cn1c(SCc2c(F)cccc2Cl)n[nH]c1=S
[66] C=C(C)COc1ccc2oc(C(C)(C)C)c(C(=O)O)c2c1
[67] Cc1noc(-c2nn(C)c3c2CN(C(=O)C2(c4ccccc4)CC2)CC3)n1
[68] COc1ccc(C(=O)NCc2cccnc2OC)cn1
[69] CN(C)CCOC(c1ccccc1)c1ccccc1
[70] Cc1cccc(CSc2nnc3c(n2)[nH]c2ccccc23)c1
[71] CC1(C)CC(C#N)(N2CCOCC2)CCO1 (configuration not stated)
[72] O=C(O)C1CC(=O)N(Cc2cccs2)C1 (configuration not stated)
Assay by compound | 61 | 62 | 63 | 64 | 65 | 66 | 67 | 68 | 69 | 70 | 71 | 72
mHTT CaM bind | i | -78.6 | / | 12.0 | / | -2.7 | 3.1 | -9.1 | -1.1 | -2.0 | -5.2 | /
Pf apPOL inh | -4.2 | -1.3 | -0.2 | -6.7 | 2.0 | -4.6 | -1.4 | 1.6 | -5.1&-2.3 | -9.1 | -3.2 | -4.5

[73] O=C(C1CCN(c2nccnc2Sc2ccccc2)CC1)N1CCCCCC1
[74] O=C(O)CCC(=O)Nc1ccc(N=Nc2ccccc2)cc1
[75] N#CSCc1ccc([N+](=O)[O-])cc1
[76] CC(=O)N1CCc2sc(S(=O)(=O)Nc3ccccc3)cc2C1
[77] CC(C)NC(=O)NC(C)(C)COC12CC3CC(CC(C3)C1)C2
[78] O=C(COc1ccc(Cl)cc1Cl)Nc1ccc2c(c1)N(C(=O)C1CCCO1)CC2 (configuration not stated)
[79] Cc1cccc(OCC(=O)Nc2cccn3c(C)nnc23)c1
[80] Cc1ccc(O)c(NC(=O)C2CC(c3cccc(Br)c3)=NO2)c1 (configuration not stated)
Assay by compound | 73 | 74 | 75 | 76 | 77 | 78 | 79 | 80
mHTT CaM bind | 5.9 | 8.0 | 6.1 | -5.7 | -9.0 | -4.2 | 11.0 | -4.2
Pf apPOL inh | -1.2 | -1.9 | -4.1 | -4.2 | / | 1.1 | 26.8 | -3.9

[81] CN(C)C=CC(=N)SCc1c(F)cccc1Cl
[82] CCC[C@H]1[C@@H](O)CC[C@@]23CCCN2C(=O)CCC[C@@H]13
[83] Cc1cc(C(=O)N2CCCC2c2cc(C(C)C)on2)no1 (configuration not stated)
[84] CNC(=O)C(=O)NCCN1CCN(C(=O)c2ccccc2Br)CC1
[85] C=CCNCCOc1ccc(Br)cc1Cl
[86] CN(C)Cc1c(O)ccc2c1OC(=Cc1ccncc1)C2=O
[87] CCC(=O)N1CCc2c(c(COCc3ccc(C)cc3)nn2C)C1
[88] CC[C@@H]1C(c2cccc(C)c2)=NN(c2ccccc2)[C@H]1C(=O)N1CCOC1=O
Assay by compound | 81 | 82 | 83 | 84 | 85 | 86 | 87 | 88
mHTT CaM bind | / | 0.6 | -2.1 | -3.3 | -3.9 | -7.0 | 13.9 | -21.6
Pf apPOL inh | -10.2 | -0.3 | 2.2 | -12.6 | -4.8 | -1.1 | -2.3 | -3.8

[89] O=C1CCCC2=C1C(c1cccs1)C1=C(CCCC1=O)O2
[90] CS(=O)(=O)Nc1ccc(C(N)=NO)cc1
[91] COc1ccccc1NC(=O)c1ccc(OC2CSC2)cc1
[92] CCCC(=O)N1CCCC1C(=O)N1CCCCC1C (configuration not stated)
[93] N#CC(=CNCc1cccnc1)S(=O)(=O)Cc1ccc(Cl)cc1
[94] O=C(NCCC1CCN(C(=O)Nc2cccc(Cl)c2)CC1)Nc1cc(F)ccc1F
[95] Cc1cc(C)cc(C(=O)N2CCCC2c2cc(C)on2)c1 (configuration not stated)
[96] O=C(NC1CCCC1)c1ccc(Cl)c(S(=O)(=O)N2CCCCC2)c1
[97] Cc1ccc2nc(NC(=O)C3CCCCC3C(=O)O)sc2c1 (configuration not stated)
[98] Cc1oc(C2CCN(C(=O)CC(C)(C)C)CC2)nc1C(=O)N1CCCCC1
Assay by compound | 89 | 90 | 91 | 92 | 93 | 94 | 95 | 96 | 97 | 98
mHTT CaM bind | -2.6 | / | -9.0 | 6.9 | / | -12.5 | 5.0 | -5.2 | 8.8 | 3.1
Pf apPOL inh | 2.8 | -8.8 | -9.7 | 5.7 | -6.6 | -6.5 | 3.5 | -1.3 | 9.6 | 3.2
